LmPK inhibitor = LmPK (Leishmania mexicana) enzyme inhibition. Q27686. purified LmPK, Kinase-Glo ATP luminescence, 1 h. Potency, µM (doses to about 57.5 µM), for inactives: at the highest dose activity change, negative = inhibition, hits mostly inhibitors. 0.37% of 290,000 active. AID 1721; note: potency is the fitted concentration of half-maximal effect
Target sequence (Q27686 whole entry, looked up): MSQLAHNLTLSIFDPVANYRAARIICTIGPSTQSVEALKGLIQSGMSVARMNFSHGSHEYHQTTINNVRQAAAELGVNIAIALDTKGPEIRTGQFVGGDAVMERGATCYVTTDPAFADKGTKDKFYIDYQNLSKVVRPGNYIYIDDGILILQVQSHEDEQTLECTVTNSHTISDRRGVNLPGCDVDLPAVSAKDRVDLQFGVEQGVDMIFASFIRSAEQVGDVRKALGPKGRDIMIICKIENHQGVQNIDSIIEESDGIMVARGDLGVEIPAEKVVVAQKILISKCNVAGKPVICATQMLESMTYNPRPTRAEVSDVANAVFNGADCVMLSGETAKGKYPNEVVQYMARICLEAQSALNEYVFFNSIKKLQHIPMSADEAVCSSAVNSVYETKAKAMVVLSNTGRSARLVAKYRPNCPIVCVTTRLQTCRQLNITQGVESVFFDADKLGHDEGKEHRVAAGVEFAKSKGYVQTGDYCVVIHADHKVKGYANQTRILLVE
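Purified LmPK (0.1 nM) converted ADP (0.1 mM) to ATP with PEP (0.5 mM) in imidazole buffer pH 7.2 with KCl and MgCl2, 1 h at room temperature. ATP was read by Kinase-Glo luminescence; data normalized to uninhibited and no-enzyme controls.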
Tb PYK inh = inhibitors of Trypanosoma brucei pyruvate kinase; Q57TT1; 0.12% of 410,000 active; TbPYK enzyme, Kinase-Glo Plus ATP luminescence, 45 min; Potency, µM (top dose mostly 76.8 µM), without a hit: at the top dose activity, negative = inhibition, usual class: inhibitors; AID 624173; note: potency is the fitted concentration of half-maximal effect; nearly all actives have a fitted effect of over 50% in size
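Enzyme and substrate buffer are dispensed first and compound is pin-transferred. ADP at 130 uM final then starts the reaction, which runs 45 min at room temperature. Detection reagent is added for 10 min before luminescence is imaged.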
HCMV inh = blocks human cytomegalovirus replication | HFF cells, HCMV-luciferase reporter, 72 h; hits give low values | AID 1259415 | activity change, negative = inhibition, % at 57.5 µM | 4.5% of 410,000 active; in the data active = activity change below about -60%; inconclusive = no clear call, values can overlap the other calls; inactive = above about -39%
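Luciferase read-out from HCMV-luciferase-infected HFFs (MOI 1 PFU/cell) 72 h post infection at 37C; compounds added after 16 h cell attachment; activity normalized between buffer-only basal and Salinomycin (10uM) inhibitor controls.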
AmpC inh no detg = AmpC beta-lactamase inhibition without detergent | P00811 | AID 485341 | 0.52% of 330,000 active | Potency, µM (doses to about 57.1 µM), without a hit: top-dose activity change, negative = inhibition, most hits filed as inhibitors | AmpC nitrocefin hydrolysis, absorbance 480 nm, 0.0001% Triton;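 note: potency is the fitted concentration of half-maximal effect; plate controls were no compound for no effect and no enzyme for full effect; nearly all actives have a fitted effect of over 20% in size; some results filed as inactive show a strong effect at the top dose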
Target sequence (P00811 whole entry, looked up): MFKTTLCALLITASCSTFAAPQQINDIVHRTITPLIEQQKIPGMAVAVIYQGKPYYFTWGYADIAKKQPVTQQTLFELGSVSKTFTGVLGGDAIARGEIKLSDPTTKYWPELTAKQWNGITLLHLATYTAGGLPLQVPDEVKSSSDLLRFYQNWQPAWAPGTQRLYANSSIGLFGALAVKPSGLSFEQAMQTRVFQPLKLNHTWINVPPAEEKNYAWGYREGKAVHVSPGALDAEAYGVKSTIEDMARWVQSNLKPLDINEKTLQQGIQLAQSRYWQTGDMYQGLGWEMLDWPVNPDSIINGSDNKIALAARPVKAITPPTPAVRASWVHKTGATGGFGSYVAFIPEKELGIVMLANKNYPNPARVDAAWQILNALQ
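20 mM phosphate pH 7.0 + 0.01% (detergent screen) or 0.0001% Triton X-100; 5.3 nM AmpC reagent; cpd preinc 15 min RT; nitrocefin (800 uM stock) to start; A480 q20 s × 4 min; Activity was normalised to no-enzyme and no-compound control wells.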
AmpC inh detg = blocks E. coli AmpC beta-lactamase in detergent assay; AmpC hydrolysis of nitrocefin, absorbance 480 nm, 0.01% Triton; Potency, µM (highest dose often 114 µM), inactives show at the top dose activity change, negative = inhibition, hits mostly inhibitors; 0.041% of 370,000 active; AID 485294;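 note: potency is the fitted concentration of half-maximal effect; 0% = no-compound wells and -100% = no-enzyme wells; nearly all actives have a fitted effect of over 25% in size; some results filed as inactive show a strong effect at the top dose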
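AmpC (5.3 nM in the dispensed reagent) in 20 mM phosphate pH 7.0 with 0.01% (detergent screen) or 0.0001% Triton X-100 was preincubated with compounds for 15 min at room temperature. Nitrocefin was then added from an 800 uM solution, and hydrolysis was followed at 480 nm.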
AMA1-RON2 inh = inhibitors of Plasmodium falciparum AMA1-RON2 interaction | AlphaScreen AMA1-biotinylated RON2 peptide binding | Potency, µM (top dose mostly 58.2 µM), without a hit: top-dose activity change, negative = inhibition, usual class: inhibitors | 0.2% of 360,000 active | AID 720542;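 note: potency is the fitted concentration of half-maximal effect; 0% = vehicle wells and -100% = peptide control; nearly all actives have a fitted effect of over 45% in size; some results filed as inactive show a strong effect at the top dose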
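AMA1 (3D7) with his tag at 25 nM final met compounds first, then biotinylated RON2 peptide at 25 nM; detection used donor plus acceptor beads, 10 µg/mL apiece, read by AlphaScreen after 30 min at room temperature.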
Sm TGR block = blocks Schistosoma mansoni thioredoxin glutathione reductase | Q962Y6 | purified TGR, DTNB reduction, TNB absorbance 405 nm | Potency, µM (doses to about 114 µM), inactives show top-dose activity change, negative = inhibition, hits mostly inhibitors | 3% of 360,000 active | AID 485364; note: potency is the fitted concentration of half-maximal effect; nearly all actives have a fitted effect of over 60% in size
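First, TGR (20 nM dispensed) and NADPH were mixed with compound. Second, a 15 min room-temperature incubation followed. Third, further NADPH and then DTNB were added to start the reaction. Finally, TNB absorbance was monitored kinetically.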
* = called active by the depositor; ? = inconclusive; / = no result given; [ ] = another dose, or the depositor's remark. Unless noted, calls come from the whole dose curve; as a rule, active = well fitted curve in the direction sought with a large enough effect; inconclusive = small, poorly fitted or top-dose-only effect, or another doubt; inactive = no such curve, though single readings can be large; an effect the other way counts as inactive or inconclusive. Unless noted, % is set by controls: 0 for no effect and ±100 for the full control effect.

SMILES | LmPK inhibitor | Tb PYK inh | HCMV inh | AmpC inh no detg | AmpC inh detg | AMA1-RON2 inh | Sm TGR block
Cc1[nH]c2c(Br)cccc2c1[C@H]1[C@@H](CC#N)C1(C)C | 4% | -1% | -29 | -13% | 0% | 4% | -8%
CCNC(=O)C1(C)CCCN(Cc2ccc(-n3ccnc3)cc2)C1 (centres undefined) | / | 2% | 11 | / | / | -4% | /
CC1CCCCC1NC(=O)CNC(=O)c1cccs1 (centres undefined) | / | -2% | 57 | -15% | -2% | 5% | 0%
Cc1ccccc1NS(=O)(=O)c1ccc(C(=O)NCC(c2ccco2)N2CCCCC2)cc1 (centres undefined) | / | 0% | -34 | 14% | -17% | -5% | 4%
COc1ccc(-c2cc(C(=O)Nc3c(C(=O)c4ccc(Cl)cc4)oc4ccccc34)no2)cc1 | / | 1% | 6 | / | 14% | / | 2%
COc1ccc(S(=O)(=O)N2CCCCC2)cc1NC(=O)c1c(F)cccc1Cl | / | -8% | 44 | 14% | 0% | 1% | -4%
Cc1ccnc(NS(=O)(=O)c2ccc(NC(=O)C(C)(C)Oc3ccc(Cl)cc3)cc2)n1 | / | 2% | 4 | / | 27% | / | 1%
COc1ccc(C(C(=O)NC2CCCCC2)N(C(=O)Cc2c[nH]c3ccccc23)c2ccccc2C)cc1OC (centres undefined) | 0% | 4% | ? | 30% | ? | -13%[2.32 µM] | 3%
COc1ccccc1NC(=O)c1cc(N)cc(C(=O)Nc2ccccc2OC)c1 | / | 3% | ? | / | / | -3% | /
CCCCC[C@@H](/C=C/C1C(=O)C=C[C@H]1C/C=C\CCCC(=O)OC)OC(C)=O (some centres undefined) | / | 1% | 2 | / | / | 43%[activator] | /
COC(=O)CCNc1ccc2c(c1)OCCO2 | -4% | -10% | -79* | -6% | ? | -24% | -1%
Cc1nc2nc(-c3cccs3)[nH]c2cc1Br | / | -10% | 180 | / | / | 21% | /
COc1cccc(C(=O)N2CCC(C(=O)Nc3cccc(Cl)c3)CC2)c1 | / | 0% | -22 | / | 5% | / | 8%
CCOC(=O)N(C)c1c(CC)nc2c(OCc3cc(Cl)cc(Cl)c3)cccn12 | / | 3% | 26 | / | / | -5% | /
CCC(Oc1ccccc1)C(=O)Nc1ccc(S(=O)(=O)Nc2cc(C)on2)cc1 (centres undefined) | -10% | 1% | 8 | -20% | 3% | -15% | 15%
OC(CCN1CCC2CCC(C2)C1)c1ccc(Br)cc1 (centres undefined) | / | 3% | 0 | / | / | 2% | /
CC(C)N(CC#CCC(O)(c1ccccc1)C1CCCC1)CCO (centres undefined) | 6% | -9% | 24 | 28% | 4% | -26% | -35%
CCCCn1c(N)c(N(CCC(C)C)C(=O)COC(=O)c2ccc(CC)cc2)c(=O)[nH]c1=O | / | -5% | 3 | -10% | 0% | 14% | -9%
CCOC(=O)C1CCN(S(=O)(=O)CCNC(=O)c2ccccc2)CC1 | / | -14% | -19 | -2% | -18% | 10% | -7%
C=CCNC(=O)c1ccccc1NS(=O)(=O)c1ccc(OC)c(C(=O)N2CCOCC2)c1 | -2% | 3% | 9 | -16% | ? | -2% | -13%
Cc1nc(NC(=O)CSc2cc(C)c3ccccc3n2)c(Cl)cc1Cl | 4% | -9% | 25 | -17% | 11% | 0%[11.6 µM] | 3%
O=C(O)CSCc1nc2cccnc2n1C1CCCCC1 | -1% | -4% | -21 | -19% | -7% | 26% | -3%
CCOC(=O)c1cccc(NC(=O)Cn2nc3c(cc2=O)CCCC3)c1 | / | 1% | -7 | / | -7% | / | -1%
CN(C)c1ccc(C(CNC(=O)c2ccccc2F)N2CCc3ccccc32)cc1 (centres undefined) | / | -13% | -13 | / | 12% | / | -1%
CC(=O)c1ccccc1NS(=O)(=O)c1cc2c(cc1C)NC(=O)CO2 | / | -6%[15.4 µM] | 0 | / | 21% | / | 5%
O=C(Nc1cccc(S(=O)(=O)C(F)F)c1)c1ccc(S(=O)(=O)N2CCCC2)cc1 | 1% | -7% | ? | -20% | ? | -12% | 17%
CCOC(=O)C1C(=O)C=C(C)C(C(=O)OCC)C1c1ccc(OC)cc1 (centres undefined) | 3% | 2% | 4 | 0% | -12% | 0% | -3%
Cc1ccc(C2=NOC(=O)/C2=C\c2ccc(C)o2)cc1 | -2% | -3% | 20 | -50% | -6% | ? | ?
Cc1cc(C)c2c(N)c(C(=O)Nc3ccccc3F)sc2n1 | -2% | 0% | 27 | -12% | -15% | 0% | -22%
COC(=O)c1oc2ccc(OC)cc2c1N | -9% | 4% | 122 | -20% | -3% | 0% | -19%
CCCc1nnc(NC(=O)CCC(=O)N2CCN(C3CCCC3)CC2)s1 | 9% | -5% | -32 | 4% | 3% | 9% | 6%
COc1ccc(OC)c2sc(NC(=O)C(C)C)nc12 | 2% | 4% | -6 | -145% | 0% | -9% | 8%
COc1cc(COC(=O)c2cnc(C)cn2)c(OC)cc1Br | 1% | 1% | -33 | 17% | -9% | -7% | -12%
Cc1nnc(C)n1/N=C/c1cc(Br)cc(Br)c1O | 2% | 0% | 61 | -14% | ? | -12% | ?
CCS(=O)(=O)N1CCc2cc(C(=O)N3CCN(c4cccc(C(F)(F)F)c4)CC3)ccc21 | / | 3% | -32 | / | 16% | / | -5%
O=S(=O)(c1ccc(Br)s1)N1CCN(Cc2ccc3c(c2)OCO3)CC1 | 6% | -1% | -8 | -1% | 0% | 3% | 3%
O=C(NCC(c1ccco1)N1CCN(c2ccccc2F)CC1)c1ccc2c(c1)OCO2 (centres undefined) | / | -4% | -14 | -15% | ? | -12% | -2%
COC(=O)[C@@]1(Cc2ccc(F)cc2)[C@H]2c3cc(C(=O)N4CCCC4)n(CCCNc4ncc(C(F)(F)F)cc4Cl)c3C[C@H]2CN1C(=O)c1ccccc1 | -8% | 0% | / | 157%[activator] | -10% | -23% | -31%
Cn1ccsc1=NC(=O)c1ccc(Cl)cc1 | -13% | -2% | 38 | -1% | 6% | 5% | /
COC(=O)CCCCCCCCC(O)CN1CCCCC1 (centres undefined) | -2% | -1% | 54 | -12% | -6% | 7% | -13%

Full records from above. Screens in order: LmPK inhibitor	Tb PYK inh	HCMV inh	AmpC inh no detg	AmpC inh detg	AMA1-RON2 inh	Sm TGR block
`COC(=O)[C@@]1(Cc2ccc(F)cc2)[C@H]2c3cc(C(=O)N4CCCC4)n(CCCNc4ncc(C(F)(F)F)cc4Cl)c3C[C@H]2CN1C(=O)c1ccccc1` in the list: -8%	0%	/	157%[activator]	-10%	-23%	-31%
`Cn1ccsc1=NC(=O)c1ccc(Cl)cc1` in the list: -13%	-2%	38	-1%	6%	5%	/
`CCCc1nnc(NC(=O)CCC(=O)N2CCN(C3CCCC3)CC2)s1` in the list: 9%	-5%	-32	4%	3%	9%	6%
`O=S(=O)(c1ccc(Br)s1)N1CCN(Cc2ccc3c(c2)OCO3)CC1` in the list: 6%	-1%	-8	-1%	0%	3%	3%

The results go on:
SMILES | LmPK inhibitor | Tb PYK inh | HCMV inh | AmpC inh no detg | AmpC inh detg | AMA1-RON2 inh | Sm TGR block
COc1ccc(NC(=O)COC(=O)c2ccc(-n3cnnn3)cc2)c([N+](=O)[O-])c1 | / | 2% | -27 | -27% | -4% | 11% | -18%
O=C(COc1ccc(Br)cc1Br)NC1CCCC1 | 8% | -8% | -63* | 17% | 0% | 30% | 0%
COc1ccc(S(=O)(=O)N2CCN(C)CC2)cc1C(=O)Nc1ccccc1 | 1% | 4% | 37 | 16% | -6% | -3% | -14%
COC(=O)C1=C(c2ccc(F)cc2F)C[C@@H]2CC[C@H]1N2C(=O)NCCCOC(C)C | / | -9% | -15 | 45% | 3% | -2% | -3%
O=C(CC12CC3CC(CC(Br)(C3)C1)C2)Nc1cccc(S(=O)(=O)NC2=NCCC2)c1 | -1% | 4% | -21 | -26% | -6% | -5% | 1%
NNC(=O)c1ccc(Cn2cc(Br)c(N)n2)cc1 | -5% | -7% | -20 | -19% | -5% | ? | -5%
Fc1cccc(-c2ccc3c(c2)CN(C(=S)NCCc2ccccc2)Cc2cnnn2-3)c1 | / | -2% | -26 | / | / | 7% | /
COc1ccc(C(=O)CSc2nnc(CNc3ccc(C)cc3C)o2)cc1 | 7% | -7% | -19 | 0% | 0% | 5% | -17%
Clc1ccccc1CSc1ncn(-c2ccccc2)n1 | 3% | -6% | 43 | -30% | ? | 0% | 6%
N#Cc1c(NC(=O)CSc2nc(-c3ccco3)cc(C(F)(F)F)n2)sc2c1CCCC2 | -3% | -16% | -20 | -41% | -11% | 2% | -2%
COc1ccc(Cn2c(SCc3ccc(C)cc3)nc3cc(OC)c(OC)cc3c2=N)cc1Cl | 3% | 0% | -99* | 64%[activator] | -7% | -3% | 1%
CCOC(=O)c1ccc(CN(Cc2ccccc2)S(=O)(=O)c2cccc([N+](=O)[O-])c2)cc1 | 2% | -3% | 18 | -9% | ? | -14% | -5%
COc1ccc(SC[C@H](Cc2ccccc2)N2CC[C@@H](C)CCC2=O)cc1 | / | -9% | -36 | 2% | 3% | -2% | -16%
CCCCc1nnc(NC(=O)c2ccc3[nH]c(=O)c(=O)[nH]c3c2)s1 | -1% | 4% | 8 | 32% | -2% | 4% | -25%
c1ccc2c(c1)nc(NCC1CCCO1)c1nnnn12 (centres undefined) | 3% | 2% | -17 | -9% | 0% | 28% | 1%
CCc1ccccc1NC(=O)C1=CC(c2cccs2)=NS(=O)(=O)N1C | -4% | 5% | 28 | -27% | -13% | -5% | -2%
CCc1ccc(-n2nc(C)c3c2NC(=O)CSC3c2ccc(C(=O)OC)cc2)cc1 (centres undefined) | / | -16% | -2 | / | 18% | / | 1%
COc1cc(C(=S)N2CCC(C)CC2)ccc1O | 8% | -14% | ? | -14% | 1% | -8% | 7%
S=C(NCc1ccco1)N1CCN(c2nc(-c3ccccc3)cs2)CC1 | 10% | -2% | ? | -57% | 11% | -18% | 6%
COc1ccc(OCC(O)Cn2cnc(-c3ccc(Br)cc3)c2)cc1 (centres undefined) | -2% | 2% | 28 | 25% | 0% | -15% | 2%
ClC(/C=N/n1cnnc1)=C/c1ccccc1 | -18% | 1% | 42 | -19% | 6% | -12% | ?
COc1ccc(-c2nnc(SCC(=O)NCc3ccco3)n2C)cc1 | 5% | -7% | 29 | -10% | -14% | 9% | 45µM*
O=C(Cn1cnc2cc([N+](=O)[O-])ccc2c1=O)NC(=O)NCc1ccccc1 | 1% | -3% | -18 | -1% | -7% | 10% | 1%
NC(=O)CSCc1nc2ccccc2s1 | -3% | -2% | 59 | -37% | -5% | -6% | 0%

Assay outcomes as filed in PubChem BioAssay.
